# CD40 NFkB inh = CD40 pathway inhibition in BL2 cells; BL2 NF-kB luciferase reporter, CD40L-induced, 4 h; inhibition, % at 10 µM; 83,000 tested, 0.94% active; AID 1053188;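 active = mean inhibition of at least 50% with a set share of replicates also reaching that level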;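 also: 0% = neutral control wells and 100% = IKK inhibitor VII at 50 µM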
# An asterisk follows results filed as active; & = joins results of further samples; [ ] = dose if it differs, or a comment. An excerpt; count on the stated rates, not on these rows.
CD40 NFkB inh	structure
-4	O=C(CN1CCc2ccccc21)NC(=O)NCc1ccco1
4[25 µM]	CCCC#Cc1ccc([C@@H]2[C@H]3CN(S(=O)(=O)Cc4ccccc4)CCCCN3[C@H]2CO)cc1
-25	COc1ccc(/C=N/Nc2nonc2N)c(OC)c1
7[25 µM]	CO[C@@H]1CN(C)C(=O)c2cc(NC(=O)NC3CCCCC3)ccc2OC[C@H](C)N(CC2CCOCC2)C[C@H]1C
8	CN1CCN(C(=O)c2ccc(NS(=O)(=O)c3cccc([N+](=O)[O-])c3)cc2)CC1
4	O=C(Nc1cc(C(F)(F)F)ccc1-n1cnc2ccccc21)c1ccccc1
5	CC1(Oc2ccc(Cl)cc2)CCN(Cc2ccc(OC(F)(F)F)cc2)C1 (stereo unspecified)
-15[25 µM]	COc1ccccc1-c1ccccc1[C@H]1[C@@H](C#N)N(C(=O)C2CC2)[C@@H]1CO
11	N#Cc1ccc(NC(=O)COC(=O)c2cccc(S(=O)(=O)N3CCCC3)c2)cc1
6	COc1cc(NC(=O)c2ccc([N+](=O)[O-])cc2)c(OC)cc1NC(=O)CC(C)C
15	C[C@H](CO)N1C[C@H](C)[C@@H](CN(C)S(=O)(=O)c2cccc(F)c2)OCc2ccccc2-c2c(n(C)c3ccccc23)C1=O
8	CC(C)N1C(=O)CCC1C(=O)N1CCN(c2ccc(F)cc2)CC1 (stereo unspecified)
8	Cn1c(=O)c2cnc(-c3ccc(C(F)(F)F)cc3)nc2n(C)c1=O
7	O=C(CCCC(=O)N1CCCc2ccccc21)N1CCCc2ccccc21
22[25 µM]	CCCC#Cc1ccc2c(c1)O[C@H](CN(C)Cc1ccccn1)[C@@H](C)CN([C@@H](C)CO)S2(=O)=O
-14	O=c1[nH]cnc2sc3c(c12)CCCCC3
-22[25 µM]	COc1cccc(-c2ccc([C@@H]3[C@H]4CNCC(=O)N4[C@H]3CO)cc2)c1
2[25 µM]	C[C@@H]1CN([C@@H](C)CO)C(=O)c2cc(NS(=O)(=O)c3cccs3)ccc2O[C@H]1CN(C)Cc1ccc(C(=O)O)cc1
15	O=C(C[C@@H]1C[C@H]2c3cc(NC(=O)NC4CCCCC4)ccc3O[C@H]2[C@H](CO)O1)NCc1ccncc1
17[25 µM]	COc1ccccc1-c1ccc2n(c1=O)C[C@@H]1[C@@H](CO)[C@H](C(=O)NCC3CC3)N(S(C)(=O)=O)[C@H]21
9	CN(CCNC(=O)CN1C(=O)CSc2ccc(S(=O)(=O)N3CCCC3)cc21)Cc1ccccc1
7	CCc1noc(C)c1C(=O)OCC(=O)Nc1cccc(C)c1
2[25 µM]	C[C@H](CO)N1C[C@H](C)[C@@H](CN(C)C(=O)c2ccncc2)OCCCC[C@H](C)Oc2ccc(NS(=O)(=O)c3cccs3)cc2C1=O
6	O=c1[nH]c(SCCN2CCOCC2)nc(O)c1-c1ccccc1
8	CCOC(=O)C1(Cc2ccccc2)CCN(Cc2cccn2-c2nccs2)CC1
-381	CN(C)CCn1c2ccccc2c2nc3ccc([N+](=O)[O-])cc3cc21
-5	Cc1cc(C)c(C#N)c(OCC(=O)Nc2ccccc2)n1
2	CC(C)C1Oc2ccccc2N(CC(=O)NCCCN2C(C)CCCC2C)C1=O (stereo unspecified)
14	CN(Cc1ccc(Cl)cc1Cl)C(=O)C1CSC2(C)CCC(=O)N12 (stereo unspecified)
20[25 µM]	Cc1ccccc1-c1ccc([C@H]2[C@@H](CO)N3CCCCN(C(=O)Nc4cccc(F)c4)C[C@@H]23)cc1

# An excerpt from above in order of number of heavy atoms, high to low:
CD40 NFkB inh	structure
20[25 µM]	Cc1ccccc1-c1ccc([C@H]2[C@@H](CO)N3CCCCN(C(=O)Nc4cccc(F)c4)C[C@@H]23)cc1
8	CCOC(=O)C1(Cc2ccccc2)CCN(Cc2cccn2-c2nccs2)CC1
6	O=c1[nH]c(SCCN2CCOCC2)nc(O)c1-c1ccccc1

# Continuation.
CD40 NFkB inh	structure
19	O=C(Nc1ccc2c(c1)OCO2)c1cc(-c2cccnc2)nc2ccccc12
17	Cc1ccc(S(=O)(=O)N(C)C)cc1NC(=O)COC(=O)C1CCN(S(=O)(=O)c2cccs2)CC1
-5[25 µM]	CCC(=O)N1CC2(CN(C(C)=O)C2)c2c([nH]c3cc(OC)ccc23)[C@@H]1CO
-59	CCCC(=O)Nc1nc2ccc(OC)cc2s1
4	Cc1ccc(C(=O)OCN2C(=O)c3ccccc3C2=O)o1
12	Cc1ccc(N=C2NC(=O)CC(C(=O)Nc3ccc4c(c3)OCO4)S2)cc1 (stereo unspecified)
12	COc1ccc(N2CCN(c3oc(-c4ccco4)nc3C#N)CC2)cc1
11	COc1ccc2c(CC(=O)OCC(=O)N3CCc4ccccc43)coc2c1
15[25 µM]	COc1ccccc1NC(=O)N1CCCCN2[C@H](C1)[C@@H](c1ccc(C#CC3CCCC3)cc1)[C@@H]2CO
9	CC(C)CSc1ccc(S(=O)(=O)NCC(=O)O)cc1[N+](=O)[O-]
13	CCCn1cc(C(=O)N(C)C2CCCN(Cc3ccccc3F)C2)c(C)n1 (stereo unspecified)
11	Cc1ccc(C)c(SCC(=O)OCC(=O)NCCNC(=O)COC(=O)CSc2cc(C)ccc2C)c1
41*	C=C(CC)C(=O)c1ccc(OCC(=O)O)c(Cl)c1Cl
3	CN(/N=C/c1ccco1)C1=NS(=O)(=O)c2ccccc21
-19	O=C1COc2ccc(C(=O)COC(=O)c3ccccc3F)cc2N1
5	C[C@@H](NC(=O)N(C)C[C@H]1OCc2ccccc2-c2c(n(C)c3ccccc23)C(=O)N([C@@H](C)CO)C[C@@H]1C)c1ccccc1
-8[25 µM]	COc1cccc(-c2ccc([C@H]3[C@H]4CNCC(=O)N4[C@H]3CO)cc2)c1
5	Cc1cc(C)c2c(n1)nn1c(N3CCN(c4ccccc4)CC3)cc(C)nc21
6	CCOC(=O)CN1C(=O)CSc2ccc(S(=O)(=O)N3CCCC3)cc21
4	O=C(CN1C(=O)NC2(CCCC2)C1=O)Nc1cc(Cl)ccc1N1CCOCC1
7	CC1(C)CC(=O)c2sc(NS(=O)(=O)c3ccc(Br)cc3)nc2C1
4	O=C(OCCOc1ccc(Br)cc1)c1ccc(Cl)c(S(=O)(=O)N2CCOCC2)c1
-1	NNC(=O)c1cc2ccccc2cc1O
-17	O=C1OC2(CCCC2)OC(=O)C1=Cc1c[nH]c2ccccc12
11[25 µM]	CO[C@@H](CN(C)Cc1cc(F)ccc1F)[C@@H](C)CN([C@H](C)CO)S(=O)(=O)c1ccc(C)cc1
4	Cc1ccccc1SCC(=O)OCC(=O)Nc1ccc(N(C)C)cc1
3	COC(=O)[C@H](C)NC(=O)Nc1cc(OC)ccc1OC
-26[25 µM]	Cc1noc(C)c1NC(=O)N(C)C[C@H]1OCc2ccccc2-c2c(n(C)c3ccccc23)C(=O)N([C@H](C)CO)C[C@@H]1C
1	N#CCC(=O)NCCCc1ccccc1
9	Cc1ccc(C)c(C(=O)c2c(C)nc3sccn23)c1
26[25 µM]	C[C@@H]1CN([C@@H](C)CO)C(=O)c2c(c3ccccc3n2C)-c2ccccc2CO[C@@H]1CN(C)S(=O)(=O)c1ccccc1C#N
7	CCC(C)n1[nH]c(=O)cc1N (stereo unspecified)
-14	C/C(O)=c1/cnc2nc3ccccc3n2c1=O
10	CCCCNC(=O)CC1SC(=NCC)N(CC)C1=O (stereo unspecified)
8	COc1ccc(C2NC(c3ccc(OC)cc3)C([N+](=O)[O-])C(C)(C)C2[N+](=O)[O-])cc1 (stereo unspecified)
2	O=C(Nc1ccc(N2CCOCC2)cc1)c1cccc2c(-c3ccc(F)c(F)c3)coc12
8	O=C(Nc1ccc(OCC(=O)N2CCOCC2)cc1)c1cncc(Br)c1
14	C[C@H](C(=O)N(C)C[C@H]1OCc2ccccc2-c2c(n(C)c3ccccc23)C(=O)N([C@@H](C)CO)C[C@@H]1C)c1ccccc1
4[25 µM]	C[C@@H](O)C#Cc1ccc([C@H]2[C@H](CO)N3CCCCN(C(=O)c4ccncc4)C[C@@H]23)cc1
6	O=C(Nc1cccc(S(=O)(=O)N2CCCC2)c1)c1cc(S(=O)(=O)N2CCOCC2)ccc1F
-6[25 µM]	CCCNC(=O)N1C[C@@H](O)COC[C@@H]2O[C@@H](CC(=O)OC)CC[C@H]21
3	O=C(NCc1ccccc1)C1(c2cccc(F)c2)CCCC1
12	c1ccc2oc(-c3[nH]ncc3CN3CCSCC3)cc2c1
4	COc1cccc(NC(=O)CN(C)C(=O)c2cccc(NS(=O)(=O)c3ccc(Br)cc3)c2)c1
12&9[25 µM]	C/C=C/c1ccc(C2[C@@H]3CN(C(=O)NC4CCCCC4)C[C@H]2N3)cc1 (stereo partly specified)
8	Cc1ccc(C2(CCNCc3ccco3)CCOC(C(C)C)C2)cc1 (stereo unspecified)
1	CCCCCCCCN
0[25 µM]	O=C(c1cccc(F)c1)N1C[C@@H]2[C@H](c3ccccc31)[C@H](CO)N2Cc1cocn1
-63	CCN1CCN(c2nc(N)c([N+](=O)[O-])c(Nc3cccc(C)c3)n2)CC1
18	Cc1ccc2ncc(S(=O)(=O)c3ccccc3)c(N3CCCCC3C)c2c1 (stereo unspecified)

# Structural class: the compounds so far containing bromine (four)
CD40 NFkB inh	structure
7	CC1(C)CC(=O)c2sc(NS(=O)(=O)c3ccc(Br)cc3)nc2C1
4	O=C(OCCOc1ccc(Br)cc1)c1ccc(Cl)c(S(=O)(=O)N2CCOCC2)c1
8	O=C(Nc1ccc(OCC(=O)N2CCOCC2)cc1)c1cncc(Br)c1
4	COc1cccc(NC(=O)CN(C)C(=O)c2cccc(NS(=O)(=O)c3ccc(Br)cc3)c2)c1

# The results go on.
CD40 NFkB inh	structure
4	O=C1CCC(C(=O)Nc2cccc(S(=O)(=O)N3CCOCC3)c2)N1 (stereo unspecified)
4	O=C(COC(=O)CCC1CCCC1)NCc1ccc(Cl)cc1
10	Cc1nn(CC(=O)NC(=O)NC2CCCC(C)C2C)c(=O)c(C#N)c1C (stereo unspecified)
9	CCOc1ccc(N(CC(=O)N2CCCC2)S(=O)(=O)c2c(C)noc2C)cc1
-3[25 µM]	O=C(NC1CCCCC1)[C@@H]1N[C@@H]2c3ccc(-c4cccc(F)c4)c(=O)n3C[C@@H]2[C@H]1CO
-29	O=C(N/N=C/c1ccccn1)c1ccco1
-4	CCCN1CCC(NC(=O)Nc2cccc3ccccc23)CC1
-8	COc1ccccc1C(CNC(=O)c1ccc(C)c(S(=O)(=O)N2CCCCC2)c1)N1CCCC1 (stereo unspecified)
13	CC(C)CCn1c(SC(C)C(=O)NC2CC2)nc2ccccc2c1=O (stereo unspecified)
0	CN(C)c1ccc(NC(=O)c2ccncc2)c2ccccc12

# Given comma-delimited: entries from further up.
canonical_smiles,CD40 NFkB inh
COc1ccc(/C=N/Nc2nonc2N)c(OC)c1,-25
CO[C@@H]1CN(C)C(=O)c2cc(NC(=O)NC3CCCCC3)ccc2OC[C@H](C)N(CC2CCOCC2)C[C@H]1C,7[25 µM]

# CD40 NFkB inh, what is marked active above.
CD40 NFkB inh	structure
41*	C=C(CC)C(=O)c1ccc(OCC(=O)O)c(Cl)c1Cl

# Other records follow:
CD40 NFkB inh	structure
44	Cn1cnc([N+](=O)[O-])c1Sc1nnc(-c2ccccc2)c(-c2ccccc2)n1
34	Cc1nnc(SCc2cccc3ccccc23)n(N)c1=O
0	O=C(C1CCC1)N1C[C@H]2[C@@H](c3ccccc31)[C@H](CO)N2C(=O)Cc1ccccn1
1	Cc1csc(=O)n1CCC(=O)OC(C)C(=O)Nc1ccc(N2CCOCC2)cc1 (stereo unspecified)
-29	c1cc2c(cc1-c1cnc3n1CCC3)OCCO2
-26	N#C[C@H]1N[C@H](CO)[C@@H]1c1ccc(C2=CCCCC2)cc1
2[25 µM]	O=C(C[C@@H]1C=C[C@@H](NC(=O)Nc2ccc3c(c2)OCO3)[C@H](CO)O1)NCCCN1CCOCC1
5	CC(=O)NC12CC3CC(CC(CC(=O)O)(C3)C1)C2
-13	COc1ccc(NC(=O)c2ccc(COc3ccc(C)cc3)o2)cc1
-5	CN1c2ccccc2Oc2nnc(Cl)cc21
-44	O=C(N/N=C/c1ccc2c(c1)OCO2)c1ccc(Br)o1
41[25 µM]	C[C@@H]1CN([C@H](C)CO)C(=O)c2ccccc2-c2ccccc2CO[C@@H]1CN(C)Cc1ccc(Oc2ccccc2)cc1
-24	O=C(NCC1CCCO1)c1cn(-c2ccccc2)nc1-c1ccccc1 (stereo unspecified)
-2	CC1(c2ccc(OC(F)F)cc2)NC(=O)N(CC(=O)Nc2ccc3[nH]c(=O)[nH]c3c2)C1=O (stereo unspecified)
8	Cc1[nH]c(=S)c(C#N)c(-c2ccco2)c1C(=O)N(C)C
-5	Cn1c(CCN2CCOCC2)nc2cc(NC(=O)c3cccs3)ccc21
-29	O=C(Nc1nc(-c2ccccn2)cs1)c1cc2ccccc2o1
7	O=C(Cc1cccnc1)N1CC(=O)N2[C@H](C1)[C@@H](c1ccc(C3=CCCCC3)cc1)[C@@H]2CO
-2[25 µM]	Cc1noc(C)c1S(=O)(=O)N(C)C[C@H]1OCCCC[C@H](C)Oc2ccc(NC(=O)CCC(F)(F)F)cc2C(=O)N([C@@H](C)CO)C[C@H]1C
5	Cc1nc2c(-c3ccc(F)cc3)c(C)nn2c(C)c1CCC(=O)Nc1ccccc1
-9[25 µM]	CCC(=O)N(C)C[C@@H]1[C@@H](c2ccc(C3=CCCCC3)cc2)[C@H](CO)N1C(=O)CC
13	Cc1cc(Cl)ccc1OCC(=O)OCC(=O)N(CC(C)C)c1c(N)n(Cc2ccccc2)c(=O)[nH]c1=O
3	COCCCn1c(C)nnc1-c1cnn(-c2ccccc2)c1N
-17[25 µM]	OC[C@@H]1[C@@H](c2ccc(-c3ccc(F)cc3)cc2)[C@@H]2CN(CCC(F)(F)F)CCCCN12
11	Cc1ccc(CCNC(=O)CN2C(=O)COc3ccccc32)cc1
3	CCCNC(=O)NC1CCCc2ccccc21 (stereo unspecified)
-19	N#Cc1cc2c(nc1SCc1cccnc1)CCCCC2
-24	O=C(Nc1nnc(-c2cc(Cl)ccc2Cl)o1)c1ccco1

# Bioassay records from PubChem.
